Bioassay records from PubChem.
AMA1 RON2 block: AMA1-RON2 (P. falciparum) interaction inhibition | AlphaScreen AMA1-biotinylated RON2 peptide binding | Potency, µM (series often up to 58.2 µM), for inactives: at the highest dose activity change, negative = inhibition, actives largely listed as inhibitors | hit rate 0.2% among 360,000 | AID 720542;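 further: potency means the concentration at half of the fitted maximal effect; 0% = vehicle wells and -100% = peptide control; nearly all actives have a fitted effect of over 45% in size; some results filed as inactive show a strong effect at the top dose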
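AMA1 (3D7) with his tag at 25 nM final met compounds first, then biotinylated RON2 peptide at 25 nM; detection used donor plus acceptor beads, 10 µg/mL apiece, read by AlphaScreen after 30 min at room temperature.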
Sm TGR inh: blocks Schistosoma mansoni thioredoxin glutathione reductase. Q962Y6. Potency, µM (doses to about 114 µM), inactives show at the top dose activity change, negative = inhibition, usual class: inhibitors. purified TGR, DTNB reduction, TNB absorbance 405 nm. AID 485364. hit rate 3% among 360,000; further: potency means the concentration at half of the fitted maximal effect; nearly all actives have a fitted effect of over 60% in size
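Kinetic colorimetric format: TGR-catalysed, NADPH-driven DTNB reduction monitored via TNB absorbance. Enzyme dispensed at 20 nM; compound exposure 15 min at room temperature before reaction start.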
AmpC inh detg: inhibitors of E. coli AmpC beta-lactamase with detergent | hit rate 0.041% among 370,000 | P00811 | AmpC hydrolysis of nitrocefin, absorbance 480 nm, 0.01% Triton | AID 485294 | Potency, µM (series often up to 114 µM), for inactives: at the top dose activity change, negative = inhibition, usual class: inhibitors;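 further: potency means the concentration at half of the fitted maximal effect; 0% = no-compound wells and -100% = no-enzyme wells; nearly all actives have a fitted effect of over 25% in size; some results filed as inactive show a strong effect at the top dose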
Target sequence (P00811 whole entry, looked up): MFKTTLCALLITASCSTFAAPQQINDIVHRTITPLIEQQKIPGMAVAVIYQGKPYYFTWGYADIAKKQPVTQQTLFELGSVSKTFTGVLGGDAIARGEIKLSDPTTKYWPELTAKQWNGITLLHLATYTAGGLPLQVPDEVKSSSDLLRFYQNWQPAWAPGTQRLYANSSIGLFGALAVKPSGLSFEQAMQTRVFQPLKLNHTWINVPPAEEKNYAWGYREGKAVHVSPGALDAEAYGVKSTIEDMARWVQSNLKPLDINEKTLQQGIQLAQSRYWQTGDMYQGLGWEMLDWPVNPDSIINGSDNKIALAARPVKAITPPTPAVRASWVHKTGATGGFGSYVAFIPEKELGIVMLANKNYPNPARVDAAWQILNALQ
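AmpC (5.3 nM in the dispensed reagent) in 20 mM phosphate pH 7.0 with 0.01% (detergent screen) or 0.0001% Triton X-100 was preincubated with compounds for 15 min at room temperature. Nitrocefin was then added from an 800 uM solution, and hydrolysis was followed at 480 nm.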
Giardia FBPA inh: inhibitors of Giardia lamblia fructose-1,6-bisphosphate aldolase; purified Giardia FBPA; Potency, µM (doses to about 59.6 µM), for the others: at the highest dose activity, negative = inhibition, actives largely listed as inhibitors; hit rate 0.71% among 290,000; further: potency means the concentration at half of the fitted maximal effect; nearly all actives have a fitted effect of over 55% in size
Target sequence (A8B2U2 whole entry, looked up): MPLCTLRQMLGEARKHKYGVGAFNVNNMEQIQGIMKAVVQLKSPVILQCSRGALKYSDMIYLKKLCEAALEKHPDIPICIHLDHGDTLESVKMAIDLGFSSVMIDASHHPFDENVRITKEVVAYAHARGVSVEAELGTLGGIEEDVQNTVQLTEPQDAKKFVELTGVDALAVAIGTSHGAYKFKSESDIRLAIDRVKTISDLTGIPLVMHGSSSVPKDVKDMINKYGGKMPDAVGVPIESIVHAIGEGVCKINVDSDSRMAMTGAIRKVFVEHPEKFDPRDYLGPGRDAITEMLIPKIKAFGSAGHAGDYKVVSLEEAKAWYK
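Giardia FBPA (40 nM reagent) was preincubated 10 min at RT with compound (up to 57.5 uM final), then substrate plus GAPDH/TPI/NAD/arsenate coupling system with diaphorase/resazurin was added; resorufin fluorescence (525/598 nm) was read after 20 min.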
HCMV inh: blocks human cytomegalovirus replication; HFF cells, HCMV-luciferase reporter, 72 h; hits give low values; activity change, negative = inhibition, % at 57.5 µM; AID 1259415; hit rate 4.5% among 410,000; in the data active means activity change below about -60%; inconclusive means no clear call, values can overlap the other calls; inactive means above about -39%
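Two compound doses tested in HFFs infected with HCMV-luciferase, MOI 1 PFU/cell, 72 h at 37C. Lysate luminescence read with OneGlo; data normalized against buffer-only and 10uM Salinomycin inhibitor controls.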
HCV inh: blocks hepatitis C virus | Potency, µM (series often up to 41.8 µM), for the others: at the top dose activity change, negative = inhibition, hits mostly inhibitors | Huh7.5.1 HCVcc-Cre infection, luciferase reporter, 44 h | hit rate 3.4% among 340,000 | AID 651820; further: potency means the concentration at half of the fitted maximal effect
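Cells seeded at 1,000/well and cultured 4 h, then compounds added followed by HCVcc-Cre virus (~0.5 moi). After 44 h further culture, luciferase substrate was added, plates held 15 min at room temperature, and luminescence read for 15 sec.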
The depositor's hits bear a star; ? = inconclusive; . = no result given; & = joins results of further samples; [ ] = dose if it differs, or a comment. Unless noted, the call rests on the fitted dose curve; in most records, active means well fitted curve in the direction sought with a large enough effect; inconclusive means small, poorly fitted or top-dose-only effect, or another doubt; inactive means no such curve, though single readings can be large; an effect the other way counts as inactive or inconclusive. Unless noted, on the % scale 0 is the no-effect control and ±100 the full control effect. Compounds as they come. Share with any hit: about 9.3%.

Start of the data: the first 17 compounds, ahead of the listing:
Each structure is followed by: Giardia FBPA inh	HCMV inh	HCV inh	Sm TGR inh	AMA1 RON2 block	AmpC inh detg
CCCCOc1ccc(C(=O)Nc2cccc(-c3nc4cccnc4s3)c2)cc1
→ .	-37	.	-1%	.	-1%
O=C(COC(=O)c1ccc(Cl)nc1)NCCc1ccc(F)cc1
→ .	-18	3%	.	9%	.
O=C(Nc1ccc2c(c1)CCC2)c1cccs1
→ -18%	13	11%	17%	13%	-1%
CCCCN(C)S(=O)(=O)c1cc2c(cc1Br)CCN2C(=O)C1CC1
→ .	-2	?	.	-4%	.
CCN(CC)S(=O)(=O)c1ccc2oc(SCC3CN=C(c4ccc(OC)cc4)S3)nc2c1 (configuration not stated)
→ 9%	-67*	11µM*	0%	1%	?
Cc1cc(C)c(C)c(S(=O)(=O)N2CCN(c3ccccn3)CC2)c1C
→ -8%	-39	?	1%	15%	?
CCOC(=O)c1cccc(NC(=O)CCC(=O)N2CC(C)Oc3ccc(C)cc32)c1 (configuration not stated)
→ .	-11	.	-2%	.	0%
CCc1noc(C)c1C(=O)OCC(=O)Nc1cccc(C)c1
→ .	3	-16%	-3%	8%	-1%
COC(=O)c1ccc(NC(=O)CSc2nc(=O)cc(N)n2-c2ccccc2)cc1
→ 3%	7	0%	1%	11%	1%
O=C(COC(=O)CCNS(=O)(=O)c1ccc(Cl)cc1)NCc1ccco1
→ 6%	21	-3%	?	-5%	0%
CCCCCCCCCC[n+]1cccc2c3ccccc3ccc21
→ 5%	-108*	4µM*	-9%	-5%	-6%
Cc1cc(OCCN2CCCCCC2)ccc1[N+](=O)[O-]
→ -16%	-10	?	-2%	-19%	-1%
Cc1nc(-c2ccccc2)sc1-c1ccc(SCC(=O)Nc2cccc(C(F)(F)F)c2)nn1
→ .	20	.	-2%	.	0%
COc1ccc(C(=O)Nc2ccccc2C(=O)N/N=C/c2cccc3ccccc23)cc1
→ -1%	30	-15%	-18%	3%	-12%
CCN(CC)Cc1ccc(OC)c(Cl)c1
→ -3%	-9	1%	-14%	8%	4%
Cc1ccc(C2NC(c3ccc(C)cc3)C([N+](=O)[O-])C(C)(C)C2[N+](=O)[O-])cc1 (configuration not stated)
→ 0%	17	17%	0%	-2%	?
COc1cc2sc(C)nc2c2ccccc12
→ ?	25	10µM*	13%	0%	-8%

The listing, from the first entry:
Each structure is followed by: Giardia FBPA inh	HCMV inh	HCV inh	Sm TGR inh	AMA1 RON2 block	AmpC inh detg
CCCCOc1ccc(C(=O)Nc2cccc(-c3nc4cccnc4s3)c2)cc1
→ .	-37	.	-1%	.	-1%
O=C(COC(=O)c1ccc(Cl)nc1)NCCc1ccc(F)cc1
→ .	-18	3%	.	9%	.
O=C(Nc1ccc2c(c1)CCC2)c1cccs1
→ -18%	13	11%	17%	13%	-1%
CCCCN(C)S(=O)(=O)c1cc2c(cc1Br)CCN2C(=O)C1CC1
→ .	-2	?	.	-4%	.
CCN(CC)S(=O)(=O)c1ccc2oc(SCC3CN=C(c4ccc(OC)cc4)S3)nc2c1 (configuration not stated)
→ 9%	-67*	11µM*	0%	1%	?
Cc1cc(C)c(C)c(S(=O)(=O)N2CCN(c3ccccn3)CC2)c1C
→ -8%	-39	?	1%	15%	?
CCOC(=O)c1cccc(NC(=O)CCC(=O)N2CC(C)Oc3ccc(C)cc32)c1 (configuration not stated)
→ .	-11	.	-2%	.	0%
CCc1noc(C)c1C(=O)OCC(=O)Nc1cccc(C)c1
→ .	3	-16%	-3%	8%	-1%
COC(=O)c1ccc(NC(=O)CSc2nc(=O)cc(N)n2-c2ccccc2)cc1
→ 3%	7	0%	1%	11%	1%
O=C(COC(=O)CCNS(=O)(=O)c1ccc(Cl)cc1)NCc1ccco1
→ 6%	21	-3%	?	-5%	0%
CCCCCCCCCC[n+]1cccc2c3ccccc3ccc21
→ 5%	-108*	4µM*	-9%	-5%	-6%
Cc1cc(OCCN2CCCCCC2)ccc1[N+](=O)[O-]
→ -16%	-10	?	-2%	-19%	-1%
Cc1nc(-c2ccccc2)sc1-c1ccc(SCC(=O)Nc2cccc(C(F)(F)F)c2)nn1
→ .	20	.	-2%	.	0%
COc1ccc(C(=O)Nc2ccccc2C(=O)N/N=C/c2cccc3ccccc23)cc1
→ -1%	30	-15%	-18%	3%	-12%
CCN(CC)Cc1ccc(OC)c(Cl)c1
→ -3%	-9	1%	-14%	8%	4%
Cc1ccc(C2NC(c3ccc(C)cc3)C([N+](=O)[O-])C(C)(C)C2[N+](=O)[O-])cc1 (configuration not stated)
→ 0%	17	17%	0%	-2%	?
COc1cc2sc(C)nc2c2ccccc12
→ ?	25	10µM*	13%	0%	-8%
CC1(C)NC(=O)N(CC(=O)N2CCN(S(=O)(=O)c3cc(Cl)ccc3Cl)CC2)C1=O
→ .	-27	15%	-2%	2%	4%
COc1cccc(N2C(=O)CSC23C(=O)N(CC(=O)Nc2cc(C)ccc2C)c2ccccc23)c1 (configuration not stated)
→ .	10	.	-10%	.	2%
Cc1ccc(NC(=O)CCC(=O)NCCO)cc1
→ 7%	-2	12%	-3%	1%	0%
COc1cc(C(=S)N2CCCC2)cc(OC)c1OC
→ -13%	27	14%	-1%	-3%	-6%
Cc1ccc(NC(=S)N2CCN(Cc3ccc4c(c3)OCO4)CC2)c(C)c1
→ .	?	-13%	.	?	.
CCOC(=O)c1c(-c2ccccc2)csc1NC(=O)CSc1ccccc1
→ 0%	-4	-16%	-12%	3%	-11%
Cc1ncc(CO)c(/C=N/NC(=O)c2ccccc2Br)c1O
→ ?	-30	?	3%	117%[activator]	0%
O=C(CSc1nnc(CNC(=O)c2ccco2)o1)Nc1cccc(C(F)(F)F)c1
→ 8%	7	11%	-10%	-2%	1%
c1coc(-c2nnc3n2C2(CCCC2)Cc2ccccc2-3)c1
→ 2%	-24	-20%	1%	4%	-15%
COc1ccccc1C(=O)NCCC(=O)N(C)CC(=O)Nc1ccc(C)cc1
→ .	-35	3%	5%	6%	-2%
O=[N+]([O-])c1cccc(C(=Nc2ccccc2Cl)NO)c1
→ -15%	12	4%	2%	20%	4%
Cc1cc(Oc2ccc(Cl)cc2)nc(-c2ccccn2)n1
→ 5%	?	?	9%	34%[activator]	3%
CCNc1nc(NCC)nc(N(C)/N=C/c2ccco2)n1
→ ?	-23	-16%	35µM*	-8%	-7%
O=C(OCc1cc(Cl)ccc1OC(F)F)c1ccc([N+](=O)[O-])o1
→ -10%	.	.	13µM*	.	-3%
CCn1nc(C)cc1-c1nnc(Sc2ncc([N+](=O)[O-])s2)n1C
→ -25%	-96*	3.5µM*	0.28µM*	-4%	?
O=C(c1ccc(Cl)cc1[N+](=O)[O-])N1CCc2ccccc2C1
→ 6%	5	-2%	13%	0%	2%
Cc1ccc(-n2c(C)cc(/C=C3/C(=O)NC(=O)N(Cc4ccco4)C3=O)c2C)cc1
→ 1%	-37	?	-33%	-8%	?
C=CCSC1=N/C(=C\c2ccc(C)o2)C(=O)S1
→ -23%	4	6%	40µM*	-12%	?
O=C1CC(c2ccccc2)Sc2ccccc2N1 (configuration not stated)
→ -5%	123	8%	7%	-10%	?
COc1ccccc1N1CCN(C2CCCN(C(=O)Cn3cccn3)C2)CC1 (configuration not stated)
→ .	24	-6%	11%	-4%	0%
Cc1[nH]c(=O)[nH]c(=O)c1S(=O)(=O)N1CCC(C(=O)N2CCN(c3cccc(C(F)(F)F)c3)CC2)CC1
→ -1%	?	?	2%	-10%	?
COc1cc(CN2CCN(Cc3ccc4cc(F)ccc4n3)CC2CCO)cc(OC)c1 (configuration not stated)
→ ?	24	-15%	40µM*	-1%	3%
Cc1cc(NC(=O)CSc2nc(-c3ccco3)cc(C(F)(F)F)n2)no1
→ -1%	-36	?	-2%	-2%	2%
Cc1ccn2c(NC(=O)c3ccco3)c(-c3ccccc3)nc2c1
→ -11%	9	3%	0%	-5%	-5%
O=C(Nc1cccnc1)c1cc(-c2ccc(F)cc2)on1
→ 7%	-40	20%	-5%	-2%	-1%
Cc1ccc(NC(=O)C2CCCN(S(=O)(=O)c3c(C)noc3/C=C/N(C)C)C2)c(C)c1 (configuration not stated)
→ .	14	-11%	-7%	-1%	2%
COc1ncccc1C(=O)N1CCC(n2nccc2NC(=O)CC(C)C)CC1
→ .	71	.	1%	-4%	1%
COC(=O)[C@@H]1C[C@H]1[C@@H](NC(=O)c1ccccc1)c1ccccc1
→ 6%&7%	17	0%[8.37 µM]	-5%	12%	?
CCN(CC)S(=O)(=O)c1cccc(-c2nnc(SCc3nc4ccccc4s3)o2)c1
→ -1%	-7	7.1µM*	-7%	7%	-1%
CCOC(=O)CSc1nc2cc3c(cc2cc1C#N)OCO3
→ 1%	38	-6%	?	0%	-17%
COc1ccc(CNC(=O)C2CCN(S(=O)(=O)c3cccc(-c4noc(C)n4)c3)CC2)cc1
→ .	8	.	2%	.	4%
O=c1c2ccccc2nc(Cc2ccccc2)n1-c1ccc(O)cc1
→ 13%	-34	8%	-2%[57.1 µM]	15%	-2%
COc1cc(NC(=O)Nc2nnc(N3CCCCCC3)s2)cc(OC)c1
→ .	5	.	?	.	0%
COC(=O)CCCn1c(-c2ccc(C)cc2)c(C)n2c3c(=O)n(C)c(=O)n(C)c3nc12
→ .	-14	.	7%	.	-1%
COc1cccc(C(=O)OCC(=O)Nc2nnc(-c3ccccc3)o2)c1
→ .	-6	11%	-9%	13%	0%
COc1ccc(C(=O)NC(NC(=S)Nc2ccc(S(N)(=O)=O)cc2)C(Cl)(Cl)Cl)cc1 (configuration not stated)
→ 1%	-11	16%	1%	6%	0%
Nc1ccc(C(=O)N/N=C/c2ccc(N3CCOCC3)s2)cc1
→ .	-5	5%	.	94%[activator]	.
CCP(=O)(CC)c1cccc(N)c1
→ 4%	98	-6%	-2%	10%	?
O=C1c2ccccc2C(=O)N1Cc1cc(-c2ccccc2Cl)no1
→ 7%	-5	21%	-20%	2%	2%
C[C@@H]1NS(=O)(=O)c2cc(Cl)ccc2O[C@@H]1c1ccccc1
→ .	-16	8%	.	12%	.
Cc1ccc(C)c(N2CCN(S(=O)(=O)c3csc(C(N)=O)c3)CC2)c1
→ 4%	?	-27%	-14%&3%	-1%	4%&17%
Cc1cc(C)n2nc(C(=O)Nc3ccc4c(c3)OCO4)cc2n1
→ ?	124	-22%	-2%	12%	?
Cc1ccc(OCC(=O)Nc2ccc(NC(=O)c3ccco3)cc2)c(C)c1
→ 0%	-37	?	4%	-3%	-3%

One compound at a time (already shown). Screens in order: Giardia FBPA inh	HCMV inh	HCV inh	Sm TGR inh	AMA1 RON2 block	AmpC inh detg
C=CCSC1=N/C(=C\c2ccc(C)o2)C(=O)S1 as listed: -23%	4	6%	40µM*	-12%	?
CCOC(=O)CSc1nc2cc3c(cc2cc1C#N)OCO3 as listed: 1%	38	-6%	?	0%	-17%
